A549 viability – counter-screen for Nrf2 inhibitors: cytotoxicity in A549 cells. A549 ARE-Fluc cells, CellTiter-Fluor viability, 18-24 h. Potency, µM (series often up to 46 µM), for inactives: at the top dose activity change, negative = cytotoxicity, usual class: inhibitors. 390,000 tested, 0.16% active. AID 504648; note: potency is the fitted concentration of half-maximal effect; % is set by controls: 0 for no effect and ±100 for the full control effect
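A549 ARE-Fluc cells in 5% FBS OPTI-MEM, 5000 cells/well, rested 2 h then exposed to compounds in concentration-response for 18-24 h at 37 °C. Viability by CellTiter-Fluor fluorescence (Ex 405/Em 525) after 30 min; luciferase luminescence (BugLite, 15 min, RT) read afterwards.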
TGFb inhibitor – blocks TGF-b signaling; AID 588855; 410,000 tested, 1.2% active; Potency, µM (highest dose often 46.1 µM), for the others: top-dose activity, negative = inhibition, actives largely listed as inhibitors; HepG2 CAGA-GFP TGF-b/SMAD3 reporter, GFP fluorescence, 18 h; TGF-beta stimulated, 500 pg/mL final; note: potency is the fitted concentration of half-maximal effect; % is set by controls: 0 for no effect and ±100 for the full control effect; nearly all actives have a fitted effect of over 65% in size
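Smad-responsive CAGA-GFP expression was quantified in HEPG2 cells exposed to compounds and 500 pg/mL final TGF-beta for 18 h at 37 degrees C; unstimulated wells defined full inhibition.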
EPAC2 agonist – agonists of human EPAC2 (RAPGEF4); Q8WZA2; EPAC2 activation, biochemical qHTS; response scale: 100% = 6.5 mM cAMP response; Potency, µM (highest dose often 154 µM), for the others: at the top dose activation, most hits filed as activators; 360,000 tested, 0.079% active; note: potency is the fitted concentration of half-maximal effect; nearly all actives have a fitted effect of over 50% in size
Target sequence (Q8WZA2 whole entry, looked up): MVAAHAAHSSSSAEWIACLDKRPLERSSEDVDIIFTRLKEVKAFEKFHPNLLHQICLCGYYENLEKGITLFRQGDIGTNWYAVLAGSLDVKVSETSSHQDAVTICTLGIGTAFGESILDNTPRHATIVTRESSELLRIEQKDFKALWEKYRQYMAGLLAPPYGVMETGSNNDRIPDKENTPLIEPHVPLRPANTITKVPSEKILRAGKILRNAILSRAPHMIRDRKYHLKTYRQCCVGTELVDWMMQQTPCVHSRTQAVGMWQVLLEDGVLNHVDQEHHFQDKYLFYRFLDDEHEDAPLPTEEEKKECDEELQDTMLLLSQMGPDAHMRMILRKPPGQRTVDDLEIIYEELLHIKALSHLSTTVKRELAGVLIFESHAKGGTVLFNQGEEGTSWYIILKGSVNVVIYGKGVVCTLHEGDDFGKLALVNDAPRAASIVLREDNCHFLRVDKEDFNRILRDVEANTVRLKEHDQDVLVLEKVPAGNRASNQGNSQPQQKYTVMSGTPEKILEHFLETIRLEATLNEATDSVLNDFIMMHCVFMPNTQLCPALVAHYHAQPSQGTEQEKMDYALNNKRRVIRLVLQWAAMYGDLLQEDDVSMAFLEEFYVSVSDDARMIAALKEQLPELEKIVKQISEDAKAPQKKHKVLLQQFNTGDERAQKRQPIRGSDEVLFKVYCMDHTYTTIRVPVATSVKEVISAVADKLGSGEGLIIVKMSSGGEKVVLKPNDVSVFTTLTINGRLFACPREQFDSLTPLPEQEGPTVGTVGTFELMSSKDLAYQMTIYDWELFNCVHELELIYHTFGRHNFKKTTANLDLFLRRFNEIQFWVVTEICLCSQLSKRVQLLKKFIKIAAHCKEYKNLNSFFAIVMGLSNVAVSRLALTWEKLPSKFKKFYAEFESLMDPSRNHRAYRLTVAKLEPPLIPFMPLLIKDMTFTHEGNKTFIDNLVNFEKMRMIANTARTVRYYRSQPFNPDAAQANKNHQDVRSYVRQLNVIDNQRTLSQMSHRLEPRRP
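In this primary screen, activation is scored as increased exchange of BODIPY-GDP from Rap1B by 100 nM EPAC2, with 50 uM GDP as competitor. Signal is normalized to the 6.5 mM cAMP agonist control.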
Akt phos inh – inhibitors of Akt phosphorylation; Neuro2A IGF-stimulated pAkt S473 HTRF, 20 min; active compounds read low; activity change, % for hits at 50 µM; 360,000 tested, 0.32% active; in the data active = activity change below about -80%; inconclusive = mostly about -51% to -80%; note: % is set by controls: 0 for no effect and ±100 for the full control effect
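Neuro2A cells (4,500/well, DMEM with 0.5% FBS) were treated with compound at a single 50 µM final concentration, stimulated with 6 nM IGF for 20 min at 37 °C, and lysed. Phospho-Akt Ser473 was read by HTRF as 665/615 ratio ×10^4.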
Nrf2 inh – inhibitors of Nrf2 signaling; A549 ARE-Fluc reporter, luciferase luminescence, 18-24 h; Potency, µM (top dose mostly 46 µM), inactives show at the highest dose activity change, negative = inhibition, actives largely listed as inhibitors; 360,000 tested, 2.1% active; note: potency is the fitted concentration of half-maximal effect; % is set by controls: 0 for no effect and ±100 for the full control effect; nearly all actives have a fitted effect of over 60% in size
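Quantitative HTS in A549 cells stably bearing an antioxidant response element-firefly luciferase construct. Inhibition of Nrf2-driven transcription was scored by luminescence after 18-24 h of compound exposure at 37 °C.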
EPAC2 antag – antagonists of human EPAC2; EPAC2 GEF exchange of Rap1B-BODIPY-GDP, fluorescence; Potency, µM (doses to about 114 µM), for the others: at the top dose activity, negative = inhibition, usual class: inhibitors; Q8WZA2; 360,000 tested, 0.18% active; note: potency is the fitted concentration of half-maximal effect; % is set by controls: 0 for no effect and ±100 for the full control effect; nearly all actives have a fitted effect of over 45% in size; many of its hits are not listed in these tables
Mm-Cpn inhibitor – inhibitors of Methanococcus maripaludis chaperonin (MmCpn). purified Mm-Cpn ATPase, ADP Transcreener TR-FRET. Potency, µM (doses to about 76.9 µM), for the others: top-dose activity, negative = inhibition, most hits filed as inhibitors. 330,000 tested, 0.031% active. AID 504842; note: potency is the fitted concentration of half-maximal effect; % is set by controls: 0 for no effect and ±100 for the full control effect; nearly all actives have a fitted effect of over 80% in size
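Purified archaeal Mm-CPN (25nM final) preincubated 10 min at 37degC with compound, then 10uM ATP for 30 min at 37degC; ADP measured by HTRF Transcreener TR-FRET; buffer 30 mM TRIS pH 7.4, 100mM KCl, 5mM MgCl2, 1mM DTT.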
CCT chaperon mod – cytosolic chaperonin activity modulation; purified chaperonin ATPase assay, HTRF ADP detection, 30 min; activity change, % (test concentration not listed), hits read low; 360,000 tested, 0.3% active; in the data active = activity change below about -30%; note: % is set by controls: 0 for no effect and ±100 for the full control effect
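We incubate TRiC, 40 or 20 nM final, with library compounds at 76 uM and 10 uM ATP for 30 min at 37 °C. ADP formed is detected with Transcreener HTRF reagents after 30 min at room temperature.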
Nrf2 ARE act – Nrf2 pathway activation | 410,000 tested, 0.31% active | AID 624171 | Potency, µM (series often up to 46.1 µM), for inactives: at the highest dose activation, actives largely listed as activators | AREc32 ARE-luciferase reporter (MCF7-derived line), luminescence, 24 h; note: potency is the fitted concentration of half-maximal effect; % of control where 0% means no effect; nearly all actives have a fitted effect of over 65% in size
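Reporter line AREc32 (ARE-Fluc), seeded overnight in OPTI-MEM with 5% FBS; compound pin-transferred, 24 hr at 37 deg C, 5% CO2; luminescent read-out.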
Active calls of the source: *; i = inactive; u = inconclusive; x = no result given; & = joins results of further samples. Unless noted, calls come from the whole dose curve; as a rule, active = well fitted curve in the direction sought with a large enough effect; inconclusive = small, poorly fitted or top-dose-only effect, or another doubt; inactive = no such curve, though single readings can be large; an effect the other way counts as inactive or inconclusive. A portion of the library, so the mix of outcomes need not match the whole.

SMILES | A549 viability | TGFb inhibitor | EPAC2 agonist | Akt phos inh | Nrf2 inh | EPAC2 antag | Mm-Cpn inhibitor | CCT chaperon mod | Nrf2 ARE act
CCN(CC)CCN=Cc1c(O)n(Cc2ccccc2)c(=O)[nH]c1=O | -7%&9% | 7%&16% | 11%&-6% | i | 1%&6% | -1%&-4% | -1%&2% | -1.4&1.0 | -0.1%&2.3%
CCCNC(=O)N1[C@H]2CC[C@@H]1C(C(=O)OC)=C(c1c(C)noc1C)C2 | -3% | u | 12% | i | 2% | 0% | 1% | -0.6 | -0.9%
O=C1NC(=O)C(CCc2ccncc2)(CCc2ccncc2)C(=O)N1CCc1ccc(F)cc1 | -8% | -21% | -2% | i | 0% | 0% | -5% | -1.6 | -0.4%
O=C(Nc1ccc(Cl)cc1)Nc1nccs1 | -12% | -13% | -7% | i | 1% | -3% | 1% | -0.8 | 7.9%
CCOc1cccc(N2C(=O)CC(=O)NC2=O)c1 | -15% | 17% | 6% | i | -26% | 9% | 2% | 0.8 | -0.7%
COc1ccc(C2SCC(=O)Nc3c2c(=O)[nH]n3C2CCCCCC2)cc1OC (stereo unspecified) | 11% | 1% | 11% | i | 11% | 1% | -10% | -2.1 | -0.5%
C=CC(=O)NCNC(=O)C=C | 2% | 9% | 13% | x | 4% | -9% | 0% | 0.4 | 2.1%
FC(F)(F)c1ccc(CN2CCNCC2)cc1 | 0% | 0% | 8% | i | -4% | -6% | -2% | -3.4 | -0.6%
O=C(N/N=C/c1c(O)n(Cc2ccccc2)c(=O)[nH]c1=O)c1ccccc1 | 1% | -3% | 15% | i | 16% | 5% | -1% | -2.2 | 3.2%
CC(C)CNC(=O)c1c(N)n(Cc2ccco2)c2nc3ccccc3nc12 | -21% | 22µM* | -6% | i | u | -15% | -1% | -0.7 | 4.9%

Whole records, looked up by structure. Order of values: A549 viability | TGFb inhibitor | EPAC2 agonist | Akt phos inh | Nrf2 inh | EPAC2 antag | Mm-Cpn inhibitor | CCT chaperon mod | Nrf2 ARE act
COc1ccc(C2SCC(=O)Nc3c2c(=O)[nH]n3C2CCCCCC2)cc1OC (stereo unspecified) as listed: 11% | 1% | 11% | i | 11% | 1% | -10% | -2.1 | -0.5%
CCCNC(=O)N1[C@H]2CC[C@@H]1C(C(=O)OC)=C(c1c(C)noc1C)C2 as listed: -3% | u | 12% | i | 2% | 0% | 1% | -0.6 | -0.9%
CCOc1cccc(N2C(=O)CC(=O)NC2=O)c1 as listed: -15% | 17% | 6% | i | -26% | 9% | 2% | 0.8 | -0.7%

Later entries:
SMILES | A549 viability | TGFb inhibitor | EPAC2 agonist | Akt phos inh | Nrf2 inh | EPAC2 antag | Mm-Cpn inhibitor | CCT chaperon mod | Nrf2 ARE act
O=C(O)C(Br)CBr (stereo unspecified) | -12% | 0% | 8% | i | u | -16% | -3% | -0.5 | -0.8%
O=[N+]([O-])c1ccccc1CN1CC=C(c2ccc(F)cc2)CC1 | 16% | u | 21% | i | 7% | -3% | 1% | 0.9 | 2.7%
C[C@H](CO)N1C[C@H](C)[C@H](CN(C)C(=O)Nc2cccc3ccccc23)Oc2c(NC(=O)c3ccc(-c4nccs4)cc3)cccc2C1=O | -3% | u | 1% | i | -21% | -10% | -1% | 2.3 | 4.2%
CCCCNC(=O)CN1C(=O)CN=C(c2ccccc2)c2ccccc21 | 10% | 15% | 1% | i | 2% | 0% | 0% | 1.6 | -1.3%
Cc1ccc(C(=O)n2c(N)nc3ccccc32)cc1 | 1% | -8% | -3% | i | u | 5% | 0% | 1.3 | -2.8%
O=C(O)[C@H]1NC[C@H]2C[C@H]21 | 6% | 3% | 5% | i | u | 2% | 0% | -1.2 | 0.2%
CCCCOC(=O)C1=C(N)OC2=C(C(=O)CCC2)[C@]12C(=O)Nc1ccccc12 | -14% | 22% | -8% | i | 7% | -1% | 0% | 0.3 | -0.3%
N#CCCn1cc(C=C2C(=O)NC(=O)NC2=O)c(-c2ccccc2)n1 | 0% | 4% | -2% | i | -5% | 8% | -1% | -2.2 | -0.2%
O=c1[nH]c(=O)n(-c2ccc(F)cc2)c(O)c1C=NCCN1CCCCC1 | 1% | -1% | 3% | i | u | 1% | 2% | -0.3 | -0.5%
CN1CCCC(C(=O)c2ccccc2)C1 (stereo unspecified) | 7% | -3% | -3% | i | -6% | 2% | 0% | -2.2 | 0.1%
CN1C(=O)CN=C(c2ccccc2Cl)c2cc(Br)ccc21 | 6% | -12% | 7% | i | -2% | -20% | 2% | 1.1 | -0.1%
CN1CCc2nc(SC(C(=O)O)c3ccccc3)c(C#N)c(-c3cccs3)c2C1 (stereo unspecified) | 0% | -6% | -2% | i | 15% | u | -1% | 1.4 | 1.6%
CCOc1ccc(C(C)=O)cc1Cc1c(O)[nH]c(=S)[nH]c1=O | 1% | 5% | -6% | i | 2% | 2% | -2% | 1.5 | -0.1%
N#CC1c2ccccc2-n2nncc2CN1S(=O)(=O)c1ccc(Cl)cc1 (stereo unspecified) | 4% | 14% | 6% | i | 12% | -4% | x | -0.7 | 0.5%
Nc1ccc(N2CCN(Cc3ccccc3Cl)CC2)c(Cl)c1 | 0% | -16% | 15% | i | u | -10% | -1% | -1.3 | -0.6%
O=C1NC(=O)C(=Cc2ccccc2Oc2ccc(F)cc2)C(=O)N1 | 4% | -3% | 1% | i | -3% | 9% | 0% | -1.5 | -0.1%
CCn1c(O)c(N=Nc2cccc(S(=O)(=O)N3CCOCC3)c2)c(=O)n(CC)c1=S | 0% | 1% | 18% | i | 2% | 0% | 0% | -0.4 | 1.7%
CNC(=O)Oc1cc2c(cc1C(C)(C)C)CCC2 | -3% | -4% | 4% | i | u | -25% | x | -2.2 | 5.9%
COc1ccc(C2SCC(=O)Nc3c2c(=O)[nH]n3C2CCCCC2)cc1 (stereo unspecified) | 4% | 3% | -4% | -105%* | 1% | 2% | 0% | 0.4 | -0.9%
Cc1ccc(S(=O)(=O)N[C@@H](CCCCN)C(=O)CCl)cc1 | -18% | 4% | -1% | i | 1% | 2% | x | -0.2 | 6.1%
CN(C)CCc1nn[nH]n1 | 2% | 4% | 11% | i | -11% | -2% | 0% | 1.5 | -0.6%
CCN(CCCNS(=O)(=O)c1ccc2c(c1)oc(=O)n2C)c1cccc(C)c1 | u | -23% | 7% | i | -24% | -15% | -4% | 1.7 | 2.7%
O=C(c1cccn2c(=O)c3ccc(Cl)cc3nc12)N1CCC2(CC1)OCCO2 | -2% | 21% | 6% | i | 14% | -16% | -1% | -1.7 | 0.0%
CCOP(=O)(OCC)C(NC(=O)c1cccc(C)c1)C(Cl)(Cl)Cl (stereo unspecified) | -7% | -13% | 10% | i | 8% | -4% | 3% | -2.6 | -0.3%
CCC1(CC)C(=O)NC(=Nc2cccc(C(F)(F)F)c2)NC1=O | -11% | 2% | 8% | i | u | -4% | 1% | -1.2 | -0.1%
CC(=O)Nc1ccc(C=C2C(=O)NC(=O)NC2=O)cc1 | -7% | 1% | 7% | i | 9% | -11% | x | -3.5 | 7.0%
COc1cc(CN2CC3CC(C2)c2cccc(=O)n2C3)cc(OC)c1OC (stereo unspecified) | -4% | -7% | -9% | i | -5% | -1% | -1% | -1.4 | 1.9%
COP(=O)(Cc1ccc(C#N)o1)OC | -1% | 10% | 1% | i | 5% | 1% | -5% | -5.7 | -0.6%
C=CCN1C(=O)NC(=O)/C(=C/c2ccc(OC)c(CSc3ccccn3)c2)C1=O | -2% | 1% | 7% | i | -8% | -4% | -2% | -4.0 | u
COc1ccccc1CN1CCCC(C(=O)c2ccccc2SC)C1 (stereo unspecified) | -4% | u | 1% | i | u | 3% | 0% | -2.4 | -0.1%
Cc1ccccc1C(=O)N1CC1C (stereo unspecified) | -1% | -8% | 0% | i | -5% | 0% | x | -1.0 | 0.0%
CCCOC(=O)c1c(N)n(Cc2cccs2)c2nc3ccccc3nc12 | -16% | -8% | -7% | -115%* | -32% | -2% | 1% | 0.4 | -0.6%
Cc1ccc(C2NC(=S)NC(c3ccc(C)cc3)C23C(=O)NC(=O)NC3=O)cc1 (stereo unspecified) | -17% | 1% | -3% | i | u | 6% | -1% | 1.1 | -0.2%
Cc1ccc(C(=O)Nc2nc3ccccc3[nH]2)cc1 | 0% | -20% | 3% | i | u | 1% | -1% | 1.6 | -2.4%
COc1cccc(-c2nc3ccc(N4CCN(C)CC4)cc3[nH]2)c1 | -5% | 1% | -2% | i | u | 1% | -19% | 0.1 | -1.9%
COc1ccc(-n2c(O)c(/C=C3\C=Nc4ccccc43)c(=O)[nH]c2=O)cc1 | 0% | 20% | -10% | i | u | 13% | 0% | -0.8 | -0.5%
C#CCNc1ccncc1S(=O)(=O)NC(=O)NC(C)C | -2% | u | 0% | i | 17% | 0% | -1% | -0.3 | -1.0%
Cc1cc(OCC(=O)N[C@H](C(=O)O)c2ccccc2)c2c3c(c(=O)oc2c1)CCC3 | 9% | u | 10% | i | 7% | -8% | 2% | -1.5 | -0.2%
Nc1ncc([N+](=O)[O-])s1 | -19% | 5% | 10% | i | -7% | -7% | -1% | -0.9 | 0.3%
O=P(OCC(F)(F)C(F)F)(N1CCCCC1)N1CCCCC1 | -1% | 4% | -2% | i | -2% | -5% | 2% | -1.0 | 0.4%
O=S1(=O)CC2(N3CCOCC3)CCCCC21 (stereo unspecified) | -6% | -4% | 1% | i | 16% | -3% | 0% | -1.0 | -0.2%
CCC(C)(C)c1ccc(O)cc1 | 2% | 11% | 14% | x | 0% | -18% | 2% | -2.2 | -0.8%

Grouped by structure, those above with a furan ring, fused or not (two)
SMILES | A549 viability | TGFb inhibitor | EPAC2 agonist | Akt phos inh | Nrf2 inh | EPAC2 antag | Mm-Cpn inhibitor | CCT chaperon mod | Nrf2 ARE act
CC(C)CNC(=O)c1c(N)n(Cc2ccco2)c2nc3ccccc3nc12 | -21% | 22µM* | -6% | i | u | -15% | -1% | -0.7 | 4.9%
COP(=O)(Cc1ccc(C#N)o1)OC | -1% | 10% | 1% | i | 5% | 1% | -5% | -5.7 | -0.6%
